CF NFkB inh = inhibitors of PAF-induced NF-kB signaling, primary screen, cell-based, GFP fluorescence, uHTS; KKLEB NF-kB-GFP reporter, GFP fluorescence overnight; inhibition, % at 5 µM; 0.86% of 360,000 active; AID 588850, 2011;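 active = at least 50% inhibition at 5 µM, scaled per plate between neutral and stimulator controls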;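 note: PAF is a Pseudomonas aeruginosa culture filtrate used as stimulus; plate controls were PAF-stimulated DMSO wells for no effect and unstimulated DMSO wells for full effect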
TRAIL sens C8 = viability loss with TRAIL in NB7+C8 cells, primary screen, TRAIL sensitizer project, cell-based, ATPlite luminescence; AID 624354, 2012; 1% of 360,000 active; inhibition (viability loss, TRAIL sensitization), % at 10 µM;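 active = compounds causing at least 50% loss of cell viability in the single-dose screen, relative to plate controls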
NR2E3 ag-1 = NR2E3 agonists in two-hybrid cells, primary screen, cell-based, luminescence, CHO-S, Gal4-NCOR/VP16-NR2E3. Photoreceptor-specific nuclear receptor (Homo sapiens), Q9Y5X4. luciferase. inhibition of corepressor binding, % at 3.98 µM. 0.35% of 360,000 active. AID 602229, 2012;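 active = inhibition above the mean of all tested compounds plus 3 SD, cut at about 70% in these data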;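 note: 0% = DMSO with NR2E3 transfected cells and 100% = cells lacking NR2E3 construct; higher means lower luciferase signal from less NR2E3 corepressor binding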
Target sequence (Q9Y5X4 whole entry, looked up, the tested form may be a part): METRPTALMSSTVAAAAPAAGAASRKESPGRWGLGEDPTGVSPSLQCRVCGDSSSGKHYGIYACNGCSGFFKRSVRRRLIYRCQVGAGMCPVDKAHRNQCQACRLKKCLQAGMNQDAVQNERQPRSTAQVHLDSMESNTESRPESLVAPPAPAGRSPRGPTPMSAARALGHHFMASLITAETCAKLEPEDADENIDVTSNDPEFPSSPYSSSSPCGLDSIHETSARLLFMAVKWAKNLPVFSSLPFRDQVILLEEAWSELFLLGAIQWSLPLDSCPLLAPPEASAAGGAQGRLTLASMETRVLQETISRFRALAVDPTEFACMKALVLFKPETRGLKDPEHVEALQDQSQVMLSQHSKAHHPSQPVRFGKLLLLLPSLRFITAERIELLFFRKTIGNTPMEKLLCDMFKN
Shn3 inh set2 = reduction of Shn3 3'UTR firefly luciferase signal, primary screen, Schnurri-3 inhibitor project, cell-based, Clone20 osteoblasts, set 2. Clone20 osteoblast Shn3 3'UTR firefly luciferase, 24 h. inhibition, % at 12.5 µM. 0.52% of 360,000 active;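 active = mean inhibition of at least 75% with every replicate also reaching 75%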;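 note: 0% = median of neutral control wells and 100% = pilot-screen positive control compound; some compounds past the cut are filed as inactive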
NR2E3 ag-2 = inhibitors of NR2E3-RetCOR corepressor binding, primary screen, NR2E3 agonist project, biochemical, TR-FRET, GST-NR2E3, biotin-RetCOR | Photoreceptor-specific nuclear receptor (Homo sapiens), Q9Y5X4 | 1536-well | inhibition of corepressor binding, % at 4.78 µM | 0.12% of 320,000 active | AID 2300, 2010;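 active = percent inhibition above the cutoff of mean plus 3 SD of all tested compounds, set per screening campaign, cut at about 20% in these data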;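 note: 0% = DMSO wells and 100% = biotin wells as full block of FRET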
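Test system – NR2E3–RetCOR corepressor complex · Quantity – NR2E3 fusion 1.35 nM · Buffer or medium – Tris pH 7.5 · Incubation – Compound–protein incubation for 5 h at 4 °C · Technique – TR-FRET, Eu(K)-anti-GST donor, streptavidin-D2 acceptor, ex 340, em 617/671 nm · Evaluation – percent inhibition of 671/617 nm emission ratio versus biotin and DMSO controls · Plate – 1536-well format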
KKLEB cytotox = cytotoxicity in KKLEB CF airway cells, primary screen, cytotoxicity control for CF NF-kB inhibitor project, cell-based, uHTS, fluorescence assay plates. activity change (cytotoxicity), % at 5 µM. KKLEB CF airway cells viability, ATPlite luminescence, overnight; active compounds read low; cells stimulated with P. aeruginosa culture filtrate. 0.36% of 360,000 active. AID 602141, 2011;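 active = corrected activity change at or below -50% at 5 µM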
iPSC survival up = enhancers of single-cell hiPSC survival, primary screen, ATPlite luminescence; 100% = ROCK inhibitor wells, 0% = DMSO; survival enhancement, % at 20 µM; 0.044% of 360,000 active; in the data active = survival enhancement above about 18%;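 note: cells exposed to compounds for 16 hours before the ATP read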
HIF-2a block = HIF-2a reporter inhibitors, primary screen, luminescence, 786-0 RCC cells; 786-0 RCC cells HIF-2a reporter, luciferase luminescence, overnight; inhibition, % at 18.8 µM; 0.72% of 360,000 active; AID 624352, 2012;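 active = inhibition of the luminescence signal of 40% or more relative to plate controls, in a single-dose primary screen at 18.75 µM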
LMP1 NFkB inh = EBV LMP1-driven NF-kappaB luciferase reporter inhibitors, primary screen, cell-based, luminescence, single point. AID 504558, 2011. LMP1-induced NF-kappaB luciferase reporter cells. 0.69% of 350,000 active. inhibition, % at 12.5 µM; in the data active = inhibition above about 41%;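 note: 0% = neutral control wells and 100% = reference inhibitor control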
Peg3 promoter = Peg3 promoter-driven luciferase inhibitors, primary screen, cell-based, HeLa, luciferase luminescence | HeLa PEG-Prom luciferase reporter, overnight | inhibition, % at 20 µM | 1.7% of 360,000 active | AID 588405, 2011;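 active = inhibition of at least 50% at 20 µM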
MITF TRPM1 inh = inhibitors of MITF-dependent TRPM1 promoter reporter, primary screen, cell-based, SK-MEL-5, single point, luciferase. SK-MEL-5 TRPM1 promoter luciferase, 24 h. inhibition, % at 12.5 µM. 0.83% of 330,000 active. AID 488899, 2010;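 active = mean inhibition across replicates of 60% or more, whatever share of single replicates reaches that level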; note: values of inactives mirror those of a sister screen read the other way
Starred values were filed as active, the others as inactive; . = no result given.

mol	CF NFkB inh	TRAIL sens C8	NR2E3 ag-1	Shn3 inh set2	NR2E3 ag-2	KKLEB cytotox	iPSC survival up	HIF-2a block	LMP1 NFkB inh	Peg3 promoter	MITF TRPM1 inh
COc1ccc(N2C(=O)C(F)(F)C2c2ccccc2F)cc1 (centres undefined)	-1.8	-10.8	1.7	1.8	.	-1.5	-0.5	12.5	-27.2	11.9	-7.8
O=S(=O)(N1CCOCC1)N1CCOCC1	-2.5	-11.7	-2.0	8.2	4.5	-5.8	-0.3	26.1	-9.2	5.2	-5.6
CCc1nonc1NC(=O)c1oc2cc(C)c(C)cc2c1C	-11.8	25.0	-7.9	-46.0	1.6	6.9	-0.5	-193.8	-10.9	-156.5	-79.2
CN(C)CCCNC(=O)C(=O)NCC1CCCO1 (centres undefined)	-4.8	10.0	21.7	11.7	-0.3	1.8	0.7	20.3	-5.3	8.3	10.4
Cc1ccc2nc(/C(C#N)=C\c3ccc(N4CCOCC4)o3)[nH]c2c1	-48.0	32.2	-13.4	-57.4	-0.2	12.6	-3.9	-238.7	-20.9	-158.7	-78.0
COc1ccc(C(c2c(NC(=O)c3ccco3)sc(C)c2C)N2CCOCC2)cc1 (centres undefined)	25.3	-2.3	7.6	29.7	.	-4.1	-0.6	9.0	17.3	29.3	7.9
O=C(NCc1ccco1)c1ccc(Cl)c(S(=O)(=O)N2CCOCC2)c1	9.0	-0.6	2.3	-8.7	-1.2	-7.1	-4.1	17.2	-5.0	1.9	13.0
CC1CCN(C(=O)CSc2nc3c(c(=O)n2C)SC(C)C3)CC1 (centres undefined)	-15.6	1.9	-5.8	7.8	-3.6	0.4	-0.4	-1.5	-6.7	6.4	6.9
COc1ccc2[nH]c3c(c2c1)CCN1C(=O)C(CC(=O)NCC24CC5CC(CC(C5)C2)C4)C[C@H](C(=O)N(C(C)C)C(C)C)[C@@]31C (some centres undefined)	30.7	5.8	12.5	18.2	.	-1.4	-3.4	-14.9	8.4	7.0	17.4
COc1ccc(NC(=O)CNCc2cccs2)c(OC)c1	3.2	-6.6	-14.6	4.2	.	1.9	3.7	-62.3	4.6	-52.2	.
Cc1c(C(=O)NCc2ccc3c(c2)OCCO3)sc(=O)n1Cc1ccccc1C#N	-5.4	2.6	-32.8	-5.8	.	5.5	-2.4	-8.4	.	21.0	.
CC(C)(C)NC(=O)C(c1ccc(O)cc1)N(C(=O)CCC(=O)Nc1ccccn1)c1ccc(F)cc1 (centres undefined)	2.3	-5.0	-8.6	16.7	0.3	-2.8	0.2	3.3	3.9	10.7	-3.3
CCCCOc1cc(=O)[nH]c(=O)[nH]1	2.4	-21.2	0.5	-20.9	1.4	-4.2	8.6	15.6	-9.9	8.9	4.7
O=C(O)/C=C/c1ccc(S(=O)(=O)Nc2ccccc2C(=O)Nc2ccc(F)cc2)cc1	6.0	16.9	-18.0	-3.7	-1.6	-8.5	0.1	25.5	-5.2	1.4	-2.0
CCN(CC(=O)Nc1c(F)cccc1F)C(=O)C1CCN(S(=O)(=O)c2ccccc2C(=O)OC)CC1	-7.4	-0.8	18.3	3.6	.	19.4	-0.3	-6.1	-2.0	6.5	-6.3
CN(Cc1cccc(Cl)c1Cl)C(=O)c1ccccc1SCC(=O)N1CCCC1	9.8	8.1	2.4	-6.6	.	3.5	-0.4	11.2	-5.8	14.8	8.4
CC(CN1CCN(CC(C)C(=O)c2ccccc2)CC1)C(=O)c1ccccc1 (centres undefined)	22.7	-4.2	-33.8	-14.0	.	-16.4	-0.4	2.7	4.6	13.9	2.9
CCOC(=O)C1(O)CC(C)=NN1C(=O)c1cccc(Br)c1 (centres undefined)	21.7	0.8	-6.0	-16.2	-2.4	6.5	-1.2	19.1	-6.7	4.2	8.1
Clc1ccccc1CSc1nnc(Cn2cnc3ccccc32)n1-c1ccccc1	1.4	7.2	-5.4	12.7	-0.2	2.5	-0.1	19.1	1.3	18.0	7.6
CC(C)c1ccc2[nH]c(O)c(N=NC(=O)c3cccc(S(=O)(=O)Nc4cccc(Cl)c4)c3)c2c1	-35.5	50.0*	-4.6	-2.7	-3.3	-0.3	0.7	9.3	3.0	39.1	-12.6

Given field by field: part of the list above.
compound: O=C(NCc1ccco1)c1ccc(Cl)c(S(=O)(=O)N2CCOCC2)c1
  CF NFkB inh: 9.0; TRAIL sens C8: -0.6; NR2E3 ag-1: 2.3; Shn3 inh set2: -8.7; NR2E3 ag-2: -1.2; KKLEB cytotox: -7.1; iPSC survival up: -4.1; HIF-2a block: 17.2; LMP1 NFkB inh: -5.0; Peg3 promoter: 1.9; MITF TRPM1 inh: 13.0
compound: CCCCOc1cc(=O)[nH]c(=O)[nH]1
  CF NFkB inh: 2.4; TRAIL sens C8: -21.2; NR2E3 ag-1: 0.5; Shn3 inh set2: -20.9; NR2E3 ag-2: 1.4; KKLEB cytotox: -4.2; iPSC survival up: 8.6; HIF-2a block: 15.6; LMP1 NFkB inh: -9.9; Peg3 promoter: 8.9; MITF TRPM1 inh: 4.7

(more compounds)
mol	CF NFkB inh	TRAIL sens C8	NR2E3 ag-1	Shn3 inh set2	NR2E3 ag-2	KKLEB cytotox	iPSC survival up	HIF-2a block	LMP1 NFkB inh	Peg3 promoter	MITF TRPM1 inh
CC1(Cc2cccc(C(F)(F)F)c2)C(=O)Nc2c(Cl)ccc(Cl)c21 (centres undefined)	17.0	28.3	10.1	3.7	.	-12.7	-1.0	6.5	.	21.8	.
COc1ccccc1CN1C(=O)C(=O)N(Cc2cccc(C)c2)C1=O	-14.0	-4.9	-28.6	-5.5	3.2	9.3	-2.3	-1.0	-8.8	6.8	-4.0
Nc1nc(CN2CCN(Cc3ccccc3)CC2)nc(N2CCCc3ccccc32)n1	15.2	-7.8	-19.5	12.2	5.7	-6.2	-2.7	11.0	0.9	10.0	-0.8
CC(C)(C)n1ncc2c(=O)n(CC(=O)NCc3ccccc3Cl)cnc21	-4.1	7.9	-133.5	-58.1	1.4	2.4	-2.3	-124.2	-3.0	-196.1	-47.9
COc1cc(/C=N/NC(=O)c2ccncc2)ccc1OC(=O)c1cccc(F)c1	-0.8	-5.4	11.1	1.1	2.3	13.0	0.7	13.2	5.1	-8.8	4.8
Cc1cc(=O)oc2cc(OCC(=O)NC3CCCCC3)c(Cl)cc12	-60.9	5.3	3.3	-15.3	.	-0.1	-1.9	-37.2	-11.6	-13.9	-20.6
Cc1cc(=O)[nH]c(SCC(=O)Nc2ccccc2C#N)c1C#N	1.2	8.5	-0.5	-12.1	2.7	-4.4	-0.5	-14.6	-8.6	-8.3	-0.3
CC1(C)CC(=O)c2sc(N3CCCCC3)nc2C1	0.5	-1.5	-33.2	-18.4	4.3	2.2	3.4	-165.8	-9.8	-139.8	-47.6
COc1ccc(N(CC(=O)Nc2cc(C)on2)S(=O)(=O)c2ccc(Cl)cc2)cc1	2.0	11.4	1.6	-22.9	3.2	-13.6	0.1	10.5	9.4	-4.0	8.4
Fc1ccc(Oc2cnns2)cc1	-2.9	14.0	-24.8	11.1	1.6	6.5	-0.3	13.6	-3.7	2.3	-7.0
CCOC(=O)c1ccc(NC(=O)CSc2nnc(NC(=O)c3ccc(S(=O)(=O)N4CCOCC4)cc3)s2)cc1	-11.2	31.3	-0.6	-31.4	2.0	1.1	-2.3	21.5	8.2	14.5	-4.9
CC(=O)/C(=N/Nc1ccccc1)Sc1nnc(C(O)c2ccccc2)n1-c1ccccc1 (centres undefined)	5.1	-5.0	-12.6	-3.5	10.0	9.1	1.5	29.3	1.5	16.5	-8.2
COc1ccc(-c2coc3c(C(=O)Nc4cccnc4)cccc23)c(C)c1	18.6	20.7	-118.6	62.6	.	-15.6	-1.9	-67.4	.	-38.9	.
CCc1nn2c(N3CCOCC3)cc(C)nc2c1-c1ccccc1	0.5	-10.8	10.4	0.1	-2.1	6.6	0.5	7.8	5.2	11.6	-0.9
CC1CC(C)CN(C(=O)CCc2ccccc2)C1 (centres undefined)	-11.4	-6.9	-7.7	-13.2	-1.4	8.8	-2.6	-10.0	-6.6	-17.6	-0.1
O=C(NC1CCCC1)C(c1ccsc1)N(C(=O)Cc1cccs1)c1cccc(F)c1 (centres undefined)	-6.1	-3.3	-28.8	11.4	2.2	-3.4	2.0	1.8	-9.1	12.8	-4.4
COc1ccc(OC)c(NC(=O)/C=C/c2ccc(S(=O)(=O)N3CCOCC3)cc2)c1	18.6	-4.9	-1.7	30.7	.	-5.3	0.3	-12.3	15.4	4.8	-4.6
Fc1ccc(-c2csc3ncnc(Nc4ccc(N5CCOCC5)cc4)c23)cc1	23.7	-0.5	-3.4	23.9	3.2	-10.7	5.0	2.9	2.5	22.1	11.9
Cc1nnsc1-c1nnc(SCC(=O)c2ccccc2)n1C1CC1	10.5	4.5	3.4	-2.8	1.1	-5.0	-0.5	-22.8	-4.6	1.8	-1.8
Cc1cccc(-n2nc([N+](=O)[O-])c(N3CCN(C(=O)c4ccco4)CC3)[n+]2[O-])c1	12.7	4.2	-5.7	12.1	-0.6	-3.3	0.2	4.3	-8.0	8.3	9.1
CC(=O)Oc1ccc(C2OC(=O)c3ccccc3N2C(C)=O)cc1 (centres undefined)	32.1	0.9	-16.0	-14.7	-0.3	-15.0	-0.7	19.6	-0.2	-1.5	17.1
CCCCn1c(SCC(=O)NCc2ccco2)nc2c(sc3ccccc32)c1=O	10.5	13.0	16.4	27.8	3.4	-6.9	-0.3	8.2	-0.2	9.3	-1.7
COc1cccc(OC)c1OCC(C)CNCC1CCCO1 (centres undefined)	-11.6	0.8	-12.5	12.4	1.1	7.3	1.6	5.9	6.5	15.0	8.7
CC(=O)Nc1ccc(S(=O)(=O)N(C)CC(=O)Nc2nc3ccccc3[nH]2)cc1	-13.8	-5.9	11.6	-10.0	.	-2.1	0.3	-14.8	-1.5	-1.0	0.6
COc1cc(SC)ccc1C(=O)Nc1ncc(Cl)cc1Cl	-48.1	21.2	-117.9	-52.7	2.8	1.1	-1.2	-219.0	1.9	-289.7	-13.1
CCOC(=O)c1[nH]c2ccc(C)cc2c1NC(=O)CN1CCCCC1	18.4	13.0	-21.3	5.4	1.0	-4.8	2.3	7.4	13.4	8.0	10.3
c1ccc(CSc2ccc(-c3cccs3)nn2)cc1	-9.2	54.0*	-109.0	-95.9	6.8	-20.4	-3.0	-230.1	-44.9	-285.4	-74.8
COCCNc1nc(NCc2cccc(OC)c2)c2sccc2n1	-4.6	-0.8	-22.9	57.5	.	-1.1	-0.9	5.4	.	-10.8	.

The list is partial; count on the stated rates, not on these rows.
